RXFP1 ag = qHTS Assay for Agonists of the Relaxin Receptor RXFP1; Relaxin receptor 1 (Homo sapiens), Q9HBX9; HEK293T-RXFP1 cAMP TR-FRET, 30 min; response scale: percent of porcine relaxin response, buffer zero; Potency, µM (doses to about 57.5 µM), for inactives: at the top dose activation, actives largely listed as activators; actives 0.3% (n = 370,000); AID 2676, 2010; also: potency is read from the fitted curve at half-maximal effect; % is scaled to controls: 0 for no effect and ±100 for the full control effect; nearly all actives have a fitted effect of over 60% in size; many of its hits are not listed in these tables
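cAMP rise read by TR-FRET after 30 min, 37C compound exposure (up to 58 uM) in RXFP1-transfected HEK293 cells with Ro 20174 present. EC50 from Hill-equation fits, with 29 nM porcine relaxin as 100% and buffer as basal.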
Glioma ERSR ind = qHTS for Inducers of the Endoplasmic Reticulum Stress Response (ERSR) in Human Glioma: qHTS; U87-MG GRP78 promoter luciferase reporter, 16 h; Potency, µM, without a hit: top-dose activation, actives largely listed as activators; actives 0.02% (n = 420,000); AID 602332, 2012; also: potency is read from the fitted curve at half-maximal effect; series mostly up to about 76 µM; % of control where 0% means no effect; nearly all actives have a fitted effect of over 35% in size
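ERSR induction read as luciferase luminescence (Bright-Glo, 10 min at room temperature) in stably transfected human U87-MG glioma cells exposed to compounds for 16 h, using GRP78 as sensor.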
LDHA block = qHTS assay for inhibitors of human lactate dehydrogenase. L-lactate dehydrogenase A chain (Homo sapiens), P00338. activity change, % (values are at about 110 or 230 µM). actives 0.15% (n = 480,000). purified LDHA, NADH/diaphorase-resazurin fluorescence; active compounds read low; in the data active = activity change below about -30%; inconclusive = mostly about -25% to -30%;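 also: plate controls were DMSO wells for no effect and wells without enzyme for full effect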
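Resorufin fluorescence (ex540/em590), read at 0 and 20 min after diaphorase/resazurin addition, reports the NADH left after a 5 min room-temperature reaction of 2 nM human LDH5 with 0.06 mM NADH and 0.2 mM pyruvate.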
PI4K2A block = qHTS for small molecular inhibitors of PI4K2A. purified PI4K2A, ADP-Glo luminescence, 1 h; active compounds read low. AID 1346378, 2018. activity change, negative = inhibition, % at 76.9 µM. Phosphatidylinositol 4-kinase type 2-alpha (Homo sapiens), Q9BTU6. actives 0.13% (n = 420,000); in the data active = activity change below about -50%; inconclusive = mostly about -30% to -49%;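 also: -100% = wells without enzyme as full effect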
Target sequence (Q9BTU6 whole entry, looked up): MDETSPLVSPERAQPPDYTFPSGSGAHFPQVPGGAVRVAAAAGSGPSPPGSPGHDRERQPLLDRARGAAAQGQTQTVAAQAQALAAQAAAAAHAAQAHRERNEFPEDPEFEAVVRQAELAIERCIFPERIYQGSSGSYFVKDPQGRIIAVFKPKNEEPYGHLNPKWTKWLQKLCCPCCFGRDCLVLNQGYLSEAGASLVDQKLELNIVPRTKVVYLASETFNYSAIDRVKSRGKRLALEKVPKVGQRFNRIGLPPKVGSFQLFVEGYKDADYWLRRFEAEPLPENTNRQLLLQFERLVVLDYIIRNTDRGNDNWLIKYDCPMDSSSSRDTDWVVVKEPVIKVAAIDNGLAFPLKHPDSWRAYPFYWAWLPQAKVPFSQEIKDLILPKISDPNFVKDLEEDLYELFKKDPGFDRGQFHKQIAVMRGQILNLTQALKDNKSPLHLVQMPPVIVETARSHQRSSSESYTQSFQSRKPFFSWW
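Compounds are screened against recombinant PI4K2A using PI as substrate and ATP, the latter dispensed at 300 microM. Reactions run one hour at ambient temperature before ADP-Glo detection; full inhibition defined by wells lacking enzyme.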
IDH1 R132H inh = qHTS for Inhibitors of mutant isocitrate dehydrogenase 1 (IDH1): qHTS; Isocitrate dehydrogenase [NADP] cytoplasmic (Homo sapiens), O75874; IDH1-R132H enzyme, NADPH consumption, diaphorase/resazurin fluorescence; Potency, µM (top dose mostly 76.6 µM), for the others: at the top dose activity change, negative = inhibition, hits mostly inhibitors; actives 0.093% (n = 390,000); AID 602179, 2012; also: potency is read from the fitted curve at half-maximal effect; % is scaled to controls: 0 for no effect and ±100 for the full control effect; nearly all actives have a fitted effect of over 65% in size
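IDH1-R132H (0.5 ug/mL) preincubated 30 min with compound, then NADPH (0.016 mM) and alpha-KG (2 mM) added; 80 min at RT, pH 7.5. Remaining NADPH coupled via diaphorase/resazurin to fluorescence (540/590 nm); concentration-response curves normalized to no-enzyme control.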
USP1-UAF1 inh = Inhibitors of USP1/UAF1: Primary Screen | Ubiquitin carboxyl-terminal hydrolase 1 (Homo sapiens), O94782 | recombinant USP1/UAF1, Ub-Rhodamine cleavage fluorescence | Potency, µM (top dose mostly 57.1 µM), for inactives: at the top dose activity change, negative = inhibition, actives largely listed as inhibitors | actives 0.23% (n = 390,000); also: potency is read from the fitted curve at half-maximal effect; % is scaled to controls: 0 for no effect and ±100 for the full control effect; nearly all actives have a fitted effect of over 60% in size; inactives centre near -12
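High-throughput fluorogenic screen: 1nM USP1/UAF1 complex, Ub-Rho substrate 150nM final, 50mM HEPES pH 7.8 with 0.5mM EDTA, 0.1 mg/ml BSA, 1mM TCEP and 0.01% Tween-20.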
Vif-APOBEC3G blk = qHTS for Inhibitors of Vif-A3G Interactions: qHTS; DNA dC->dU-editing enzyme APOBEC-3G (Homo sapiens), Q9HC16; HeLa A3G-eYFP + Vif (tagged APOBEC3G with the HIV-1 protein that degrades it), YFP fluorescence, overnight; Potency, µM (doses to about 46.1 µM), for the others: at the highest dose activity, negative = active, most hits filed as inhibitors; actives 0.076% (n = 410,000);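 also: potency is read from the fitted curve at half-maximal effect; % is scaled to controls: 0 for no effect and ±100 for the full control effect; nearly all actives have a fitted effect of over 60% in size; hits raise eYFP signal because A3G escapes Vif-driven loss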
Target sequence (Q9HC16 whole entry, looked up): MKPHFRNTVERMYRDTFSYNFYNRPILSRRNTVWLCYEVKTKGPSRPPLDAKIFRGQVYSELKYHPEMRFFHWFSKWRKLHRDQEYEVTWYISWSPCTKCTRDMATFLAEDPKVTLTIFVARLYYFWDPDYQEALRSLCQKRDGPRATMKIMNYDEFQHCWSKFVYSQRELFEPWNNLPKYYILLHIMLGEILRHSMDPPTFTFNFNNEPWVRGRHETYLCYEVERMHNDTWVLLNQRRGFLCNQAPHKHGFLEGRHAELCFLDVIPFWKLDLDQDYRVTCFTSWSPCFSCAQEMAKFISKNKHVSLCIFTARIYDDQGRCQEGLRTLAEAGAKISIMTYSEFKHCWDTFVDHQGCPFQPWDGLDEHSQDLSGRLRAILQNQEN
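HeLa cells stably expressing Vif and C-terminally eYFP-tagged A3G, seeded overnight at 37 deg C, then exposed to compound by pintool overnight at 37 deg C. Rise in yellow fluorescence (Ex 488/Em 500-530, Acumen) marks blocked Vif-driven A3G degradation.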
Vif-APOBEC3F blk = qHTS for Inhibitors of Vif-A3F Interactions: qHTS; HeLa A3F-eYFP + Vif (tagged APOBEC3F with the HIV-1 protein that degrades it), YFP fluorescence increase; Potency, µM (top dose mostly 46.1 µM), inactives show at the highest dose activity, negative = active; actives 0.2% (n = 390,000); also: potency is read from the fitted curve at half-maximal effect; % of control where 0% means no effect; nearly all actives have a fitted effect of over 65% in size
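HeLa cells stably expressing Vif plus C-terminally eYFP-tagged A3F were seeded, incubated overnight at 37 deg C, dosed with compound, incubated overnight again at 37 deg C. Yellow fluorescence (Ex 488/Em 500-530) reported blocked Vif-mediated A3F-eYFP degradation.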
TrxR1 substrate = qHTS Assay for Substrates of Mammalian Selenoprotein Thioredoxin Reductase 1 (TrxR1): qHTS. Thioredoxin reductase 1, cytoplasmic (Rattus norvegicus), O89049. purified TrxR1 substrate turnover, NADPH consumption readout. Potency, µM (top dose mostly 114 µM), for the others: top-dose activity change, negative = substrate turnover. actives 0.01% (n = 390,000). AID 588456, 2011; also: potency is read from the fitted curve at half-maximal effect; % is scaled to controls: 0 for no effect and ±100 for the full control effect; nearly all actives have a fitted effect of over 50% in size
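Rat TrxR1, dispensed at 90 nM, was prereduced with 400 uM NADPH (final) for 5 min at ~22 deg C, then incubated with compound 15 min before 400 uM selenite. A first-read NADPH fluorescence drop versus no-compound background flagged substrates.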
* = called active by the depositor; ? = inconclusive; · = no result given; & = joins results of further samples; [ ] = remark or other dose. Unless noted, calls follow the shape of the dose curve; as a rule, active = well fitted curve in the direction sought with a large enough effect; inconclusive = small, poorly fitted or top-dose-only effect, or another doubt; inactive = no such curve, though single readings can be large; an effect the other way counts as inactive or inconclusive. These rows are one share of the data, so the mix of outcomes need not match the whole.

The first 4 entries as a preview:
SMILES,USP1-UAF1 inh,RXFP1 ag,PI4K2A block,IDH1 R132H inh,LDHA block,Vif-APOBEC3F blk,TrxR1 substrate,Vif-APOBEC3G blk,Glioma ERSR ind
C/C(Cc1ccccc1)=N\NC(=O)CNC(=O)COc1ccccc1,13%,0.2%,-2,3%,0,-2%,0%[57.1 µM],0%,-5%
CC1CCN(CC2CCN(C(=O)NCc3ccccc3)CC2)CC1,-21%,-0.8%,-1,26%,-15,4%,-10%[57.1 µM],1%,-3%
CCCn1nnc(NC(=O)c2sc3ccccc3c2Cl)n1,-10%,15%,-4,0%,1,-18%,9%,-6%,8%
CCN(CC)S(=O)(=O)c1ccc(NC(=S)NC(=O)C(C)C)cc1,-25%,-2.1%,-9,-2%,-6,-4%,-4%,0%,-1%

This part in full, from the first entry:
SMILES,USP1-UAF1 inh,RXFP1 ag,PI4K2A block,IDH1 R132H inh,LDHA block,Vif-APOBEC3F blk,TrxR1 substrate,Vif-APOBEC3G blk,Glioma ERSR ind
C/C(Cc1ccccc1)=N\NC(=O)CNC(=O)COc1ccccc1,13%,0.2%,-2,3%,0,-2%,0%[57.1 µM],0%,-5%
CC1CCN(CC2CCN(C(=O)NCc3ccccc3)CC2)CC1,-21%,-0.8%,-1,26%,-15,4%,-10%[57.1 µM],1%,-3%
CCCn1nnc(NC(=O)c2sc3ccccc3c2Cl)n1,-10%,15%,-4,0%,1,-18%,9%,-6%,8%
CCN(CC)S(=O)(=O)c1ccc(NC(=S)NC(=O)C(C)C)cc1,-25%,-2.1%,-9,-2%,-6,-4%,-4%,0%,-1%
Cc1cc(C)c(S(=O)(=O)N2CCOC2CNC(=O)C(=O)NCc2ccco2)c(C)c1 (configuration not stated),-7%,0.7%,1,-1%,-6,4%,6%[57.1 µM],2%,-6%
O=[N+]([O-])c1ccc(Oc2cccc(C(F)(F)F)c2)nc1,3%,8.7%,3,-11%,-12,-7%,-1%,0%,2%
COc1cnn(-c2ccccc2)c(=O)c1SCc1ccc(Cl)cc1Cl,-12%,-0.3%,-7,-2%,2,0%,15%[57.1 µM],0%,-1%
Cc1ccc(C)c2sc(N3CCN(C(=O)C(C)(C)C)CC3)nc12,-2%,0.0%,-3,-3%,-2,-3%,-2%[57.1 µM],2%,-1%
Oc1ccc(Br)cc1-c1nc2cnccn2c1NC1CCCCC1,-12%,4.0%,-1,-4%,4,1%,-2%,-9%,-3%
CCc1cc(=O)oc2c(CNCc3c(F)cccc3Cl)c(O)ccc12,?,9.9%,3,-2%,-7,2%,934%[activator],0%,-6%
NC(=O)CC(NC(=O)Cc1ccc(Cl)cc1)c1ccc(NC2CCCCCC2)c([N+](=O)[O-])c1 (configuration not stated),15%,2.5%,-2,-4%,-6,1%,-2%[57.1 µM],-9%,-1%
O=c1c2ccccc2nc(-c2ccccc2)n1Cc1ccco1,-6%,1.1%,2,2%,-7,-1%,3%,0%,5%
COc1ccc(S(=O)(=O)n2nc(OC(=O)C3CCCCC3)cc2N)cc1,-14%,0.8%,58,0%,-8,3%,-5%,1%,-7%
O=C(CCN1C(=O)C2CC=CCC2C1=O)Nc1cccc(Cl)c1 (configuration not stated),-20%,-0.3%,-8,1%,-13,-9%,6%,-3%,-3%
CC(=O)c1ccc(NC(=O)C(C)Sc2nnc(-c3ccncc3)n2C2CC2)cc1 (configuration not stated),-18%,·,1,1%,-5,-1%,7%[57.1 µM],8%,-2%
Cc1ccc(-c2nc(CS(=O)(=O)CC(=O)NCc3cccc(F)c3)c(C)o2)cc1,-25%,6.8%,-5,6%,-5,5%,10%[57.1 µM],-5%,-3%
CCc1cccc(NC(=O)CC(c2ccc(OC)cc2)N2Cc3ccccc3C2=O)c1 (configuration not stated),18%,-0.6%,3,-12%,0,-3%,-7%,-8%,1%
Cc1ccc(C)c(N2CCN(C(=O)CCc3nnc4n(C)c(=O)c5ccccc5n34)CC2)c1,?,16%,-3,9%,-1,7%,10%,1%,-4%
CCN(CCN(C)C)C(=O)c1ccc2nc(C)c(N(C)C(=O)CCc3ccccc3)n2c1,·,·,-2,·,-11,·,·,-8%,-2%
CCOC(=O)C1CCN(C(=O)c2cccc(C(=O)N3CCC(C(=O)OCC)CC3)c2)CC1,-10%,0.1%,1,3%,-11,-3%,13%,-1%,0%
CC1CN(C(=O)COC(=O)[C@@H](NC(=O)c2ccccc2Cl)C(C)C)CC(C)O1 (some centres not stated),-10%,·,-1,4%,0,8%,-10%,2%,-7%
CCCNC(=S)NNC(=O)c1cc(-c2cccnc2)nc2ccccc12,0%,-0.2%,-6,10%,-4,-10%,-2%,1%,0%
O=C(NCCCN1CCOCC1)c1onc(CSc2ccc(F)c(F)c2)c1C(=O)NCCCN1CCOCC1,-6%,·,6,-1%,-6,8%,2%[57.1 µM],4%,-1%
NC(CCc1ccccc1)c1csc(NC(=O)Nc2cccc(C(F)(F)F)c2)n1 (configuration not stated),·,·,-2,·,-12,·,·,7%,-10%
O=C(OCc1nnc(-c2ccccc2)o1)c1cccnc1Cl,-17%,3.4%,5,11%,-1,10%,5%,0%,-1%
Cc1cc(NC(=O)COC(=O)c2c(Cl)cccc2Cl)no1,-13%,-3.6%,5,8%,0,-7%,-4%,-11%,1%
CCOc1ccccc1NC(=O)c1ccc2ccccc2c1,-18%,-2.3%,4,13%,-1,-5%,-1%,0%,5%
Cc1c(NC(=S)Nc2ccccc2)c(=O)n(-c2ccccc2)n1C,-10%,0.6%,-3,4%,1,1%,-8%,-3%,-4%
CC(NC(=O)CSc1nnnn1C1CC1)c1ccccc1Br (configuration not stated),-12%,·,6,5%,-2,-5%,-2%,1%,4%
CCC1(CC)C(=O)C2=C3C1[C@H](C(=O)OC)C=C(C(=O)OC)C[C@H]3n1c(=O)n(C)c(=O)n1[C@H]2C (some centres not stated),-6%,·,2,-9%,-1,5%,5%[57.1 µM],-2%&-1%,0%&-4%
Cc1ccc(C(=O)c2ncc[nH]2)cc1,-27%,-2.1%,-2,-4%,1,3%,6%[57.1 µM],-3%,2%
COc1cc(C(=O)NC2CC3CCCC(C2)N3CC(=O)Nc2ccccc2)cc(OC)c1OC (configuration not stated),-8%,0.3%,2,3%,-7,-5%,1%,-1%,-2%
Cc1ccc2oc(=O)c3cnn(CC(=O)N(Cc4ccco4)C4CCCCC4)c3c2c1,-25%,1.8%,1,7%,-2,-7%,-4%[57.1 µM],0%,-3%
CCCCC(=O)N=c1sc2cc([N+](=O)[O-])ccc2n1C,-21%,7.8%,-4,3%,1,-7%,-1%,-4%,4%
COc1cc(C(=O)Nc2ccccc2OCc2cc(=O)n3c(C)csc3n2)cc(OC)c1OC,-21%,?,-5,2%,4,-11%,-4%,-1%,-4%
O=C(Cc1ccccc1)Nc1ccc(C(=O)Nc2ccc(O)cc2)cc1,-24%,3.8%,-3,4%,-4,-10%,2%,0%,-2%
CCN(CC)C(=O)CCCOc1ccc(Cl)cc1Cl,-13%,1.6%,0,12%,-4,-10%,-4%,1%,7%
COc1cccc(CN2CCC2(C)C(=O)Nc2ccc3c(c2)CCN3C(C)=O)c1F (configuration not stated),·,·,-7,·,-8,·,·,-11%,-4%
O=S(=O)(NCCS(=O)(=O)N1CCN(c2ccccc2)CC1)c1ccc(Br)cc1,6%,-0.1%,3,-13%,-8,-1%,1%[57.1 µM],9%,-3%
CCc1cccc(C)c1NC(=O)COC(=O)C(NS(=O)(=O)c1ccc(Cl)cc1)C(C)O (configuration not stated),-8%,1.2%,1,2%,-2,2%,-13%,0%,-1%
Cc1ccc(C)c(N2CCN(CCCNC(=O)Cn3cccc3C(=O)c3ccccc3)CC2)c1,?,1.2%,3,5%,-2,-21%,5%,-2%,-2%

Source: PubChem
